HTT ATP protect – Huntington cell model cytoprotection by ATP luminescence. 0.14% of 230,000 active. AID 1471. Potency, µM (top dose mostly 56.4 µM), for inactives: cytoprotection (ATP increase), actives largely listed as activators. PC12 HTT-Q103 induced, cytoprotection, ATP luminescence, 40 h;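 also: potency is read from the fitted curve at half-maximal effect; % of control where 0% means no effect; nearly all actives have a fitted effect of over 45% in size; toxic huntingtin expression switched on by the ecdysone agonist tebufenozide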
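Compounds added alongside 100 nM tebufenozide, which induces toxic Q103 huntingtin exon 1-GFP in stable PC12 cells; surviving cells quantified by luminescent ATP measurement. Medium: phenol red-free DMEM, 5% equine and 5% calf serum.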
Lamin A splicing – LMNA splicing modulation. HeLa LMNA splicing GFP/RFP minigene ratio, 48 h. Potency, µM (titrated, usually from 46.1 µM), without a hit: at the top dose ratio change, negative = inhibition, usual class: inhibitors. 0.01% of 200,000 active. AID 1487; active = well fitted inhibition curve with a large enough effect in the signal ratio, with a control signal flat, not every such curve was filed as active; inconclusive = small, poorly fitted or top-dose-only effect, or effect the other way, or a change in a side signal; the % refers to the signal ratio; also: potency is read from the fitted curve at half-maximal effect; % is scaled to controls: 0 for no effect and ±100 for the full control effect
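S3 HeLa stable clones carrying a lamin A-EGFP splicing minigene plus DsRed2 were seeded at 600 cells/well in Opti-MEM with 2% FBS, pin-dosed and incubated 48 h at 37°C. Acumen cytometry (488 nm) gave the GFP/RFP total-intensity ratio.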
CBFb RUNX1 block – blocks binding between human CBF-beta and RUNX1 | AlphaScreen CBFb-His/RUNX1-biotin binding, biochemical | Potency, µM (top dose mostly 59.8 µM), for inactives: at the highest dose activity, negative = inhibition, actives largely listed as inhibitors | Q01196+Q13951 | 230,000 tested, under 10 active; also: % of control where 0% means no effect
Target sequence (Q01196 whole entry, looked up): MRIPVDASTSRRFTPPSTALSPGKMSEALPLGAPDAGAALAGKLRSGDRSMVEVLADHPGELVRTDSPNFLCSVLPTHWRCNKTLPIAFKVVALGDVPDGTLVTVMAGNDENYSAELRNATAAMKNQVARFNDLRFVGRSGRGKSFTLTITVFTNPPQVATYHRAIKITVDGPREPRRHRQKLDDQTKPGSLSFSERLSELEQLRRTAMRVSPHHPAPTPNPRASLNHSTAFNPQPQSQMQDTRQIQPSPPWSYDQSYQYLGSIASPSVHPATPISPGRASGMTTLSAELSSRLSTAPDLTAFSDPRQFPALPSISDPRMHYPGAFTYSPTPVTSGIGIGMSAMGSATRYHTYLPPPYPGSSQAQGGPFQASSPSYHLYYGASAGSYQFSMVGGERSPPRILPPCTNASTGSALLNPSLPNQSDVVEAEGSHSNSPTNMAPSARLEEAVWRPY
Target sequence (Q13951 whole entry, looked up): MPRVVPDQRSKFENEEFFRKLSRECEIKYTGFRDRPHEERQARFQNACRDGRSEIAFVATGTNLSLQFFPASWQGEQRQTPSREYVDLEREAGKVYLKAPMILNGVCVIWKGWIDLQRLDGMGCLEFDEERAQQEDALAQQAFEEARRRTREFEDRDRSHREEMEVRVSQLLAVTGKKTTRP
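Room-temperature protein-protein interaction test with 30 nM each of His-tagged CBF-beta and biotinylated RUNX1, 15 min with compound, then 90 min with nickel plus streptavidin beads. Signal read in AlphaScreen mode.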
HttQ103 aggreg – reduces HttQ103-GFP aggregates in PC12 cells | PC12 HttQ103-GFP aggregates, Acumen cytometry, 40 h | Potency, µM (series often up to 46.1 µM), inactives show top-dose activity change, negative = inhibition, most hits filed as inhibitors | 1.1% of 220,000 active | AID 1688; also: potency is read from the fitted curve at half-maximal effect; % is scaled to controls: 0 for no effect and ±100 for the full control effect; nearly all actives have a fitted effect of over 60% in size
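Using laser scanning cytometry, GFP-positive aggregates were counted after lysis of PC12 cells induced with 100 nM tebufenozide to express HTT exon 1 Q103–GFP. Compounds were tested in titration.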
SMN2 splice enh – increases expression of the SMN2 splice variant; 2.8% of 210,000 active; Potency, µM (highest dose often 46.1 µM), for inactives: top-dose activity change, positive = activation, most hits filed as activators; HEK293 SMN2-luciferase splicing reporter, luminescence, 30-36 h; also: potency is read from the fitted curve at half-maximal effect; % of control where 0% means no effect; nearly all actives have a fitted effect of over 55% in size
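qHTS luciferase splicing reporter: luminescence rises when SMN2 exon 7 is included in transfected HEK293 cells. Compound exposure lasted 30-36 h at 37C, with 4.5 mM final sodium butyrate as control, followed by a ONE-Glo read.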
IMPase Li inh – IMPase inhibition in cells with lithium potentiation; CHO-M1 cells, IP1 TR-FRET (IP-One), carbachol + lithium; Potency, µM (doses to about 59.4 µM), for inactives: top-dose activity, negative = IMPase inhibition, usual class: inhibitors; 0.35% of 210,000 active;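 also: IP1 builds up when IMPase is blocked and the TR-FRET signal falls; potency is read from the fitted curve at half-maximal effect; plate controls were basal vehicle for no effect and high inhibitor control for full effect; nearly all actives have a fitted effect of over 50% in size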
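Concentration–response in CHO-M1 cells, lithium-potentiated; 30 min at 37C. IP1 detected by competitive TR-FRET after 10 min lysis at RT. Hill-fitted AC50.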
Luc counter – Kinase-Glo luciferase inhibition (counter-screen); AID 1379; 0.28% of 200,000 active; Q27757; Potency, µM (doses to about 38.3 µM), without a hit: at the top dose activity change, negative = inhibition, usual class: inhibitors; Kinase-Glo luciferase, ATP luminescence, 8 min; also: potency is read from the fitted curve at half-maximal effect; % is scaled to controls: 0 for no effect and ±100 for the full control effect; nearly all actives have a fitted effect of over 60% in size
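Luminescence was the read-out, taken after 8-minute incubation at ambient temperature. Luciferase turned over luciferin with 10 uM ATP in imidazole pH 7.2 buffer containing KCl, MgCl2, Tween 20 and BSA.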
Active calls of the source: *; ? = inconclusive; / = no result given; [ ] = dose if it differs, or a comment. Unless noted, calls follow the shape of the dose curve; as a rule, active = well fitted curve in the direction sought with a large enough effect; inconclusive = small, poorly fitted or top-dose-only effect, or another doubt; inactive = no such curve, though single readings can be large; an effect the other way counts as inactive or inconclusive.

SMILES | HTT ATP protect | Lamin A splicing | CBFb RUNX1 block | HttQ103 aggreg | SMN2 splice enh | IMPase Li inh | Luc counter
COc1ccc2cc(C)c3nnc(SCC(=O)Nc4nc(-c5ccccc5)cs4)n3c2c1 | -34.4% | -0.7% | -0.5% | 0.9% | -45.7%[inhibitor] | -9.5%[38.3 µM] | -2.7%
O=C1C(=O)N(Cc2cccnc2)C(c2ccccn2)/C1=C(/O)c1ccc(Br)cc1 (configuration not stated) | 10.2% | 3.6% | 1.1% | 10.3% | 7.3% | ? | 0.8%
O=C(/C=C/c1ccco1)Nc1ccccc1N1CCCCC1 | / | / | 2.5% | 15.2% | -7.0% | 14.2% | 0.6%
O=C(O)CCC(=O)N(Cc1cccnc1)Cc1cccc(F)c1 | -12.9% | -4.1% | -3.8% | 2.0% | -1.1% | -7.5%[38.3 µM] | -3.4%
Cc1[nH]c(=O)[nH]c(=O)c1NS(=O)(=O)c1ccccc1 | 6.9%[10 µM] | -7.0% | 3.8% | -12.7% | -0.8% | -0.1% | -2.9%
Cc1ncc(N=Nc2ccccc2Cl)c(-c2ccccc2)n1 | -24.6% | -4.2% | / | ? | 24.8% | 6.2%[38.3 µM] | 0.8%
CCn1c(=O)[nH]c(=O)c2c(N)c(C(=O)c3ccccc3OC)sc21 | 16.8%[10 µM] | -10.0% | -1.8% | -6.9% | 3.8% | 4.6% | 1.6%
CC(CCC(=O)O)(c1cc(Br)c(O)c(Br)c1)c1cc(Br)c(O)c(Br)c1 | -12.5%[10 µM] | / | / | / | 6.3%[9.22 µM] | 10.2% | -2.3%[7.66 µM]
CCOc1cc(N2CCOCC2)c(OCC)cc1NC(=O)C(C)(C)C | -21.2% | -12.5%[46 µM] | -6.2% | 2.3% | 2.6% | 0.3% | -1.8%
CC(C)COP(=O)(OCC(C)C)C(Nc1ccccc1)c1ccc(F)cc1 (configuration not stated) | / | ? | 1.5% | -29.0% | -34.5%[inhibitor] | 22.3% | 2.0%
NC(=O)SCC(=O)Nc1ccc2ncccc2c1 | 8.9%[10 µM] | / | / | / | -7.1%[9.22 µM] | -2.8% | -3.5%[7.66 µM]
CN(C)CCCNC(=O)c1cc2sc3ccccc3c2s1 | 9.7%[10 µM] | / | -5.9% | 7.7%[9.22 µM] | / | 2.8% | 1.5%
CC[n+]1cc(-c2ccccc2)nc(N2CCOCC2)n1 | -11.3%[0.074 µM] | -3.3% | 4.3% | -22.2% | 7.3% | 0.4%[38.3 µM] | 11.1%
COCCn1c(SCC(=O)N2CCCc3ccccc32)nc2cccnc21 | ? | 1.7% | -1.2% | -7.4% | 7.8% | 32.8%[activator][38.3 µM] | 0.0%
Cc1ccc(C)c(NS(=O)(=O)c2ccc(OCC(=O)NCc3ccccn3)cc2)c1 | -26.8% | 13.6%[46 µM] | -2.0% | -2.1% | -5.7% | -2.2% | 0.7%
O=C(c1cc2nc(-c3ccc(F)cc3)cc(C(F)(F)F)n2n1)N1CCCCC1c1cccnc1 (configuration not stated) | -45.7%[inhibitor] | ? | 4.1% | 8.91µM* | -48.1%[inhibitor] | 14.0% | -0.6%
COC(=O)Cc1ccc(NC(=S)NCCO)cc1 | 14.7%[10 µM] | / | 1.9% | -6.6%[9.22 µM] | / | / | /
Clc1nc(Oc2ccccc2)nc(-c2cn(-c3ccccc3)c3ccccc23)n1 | -10.9%[10 µM] | / | 1.6% | -3.0%[9.22 µM] | / | / | /
COc1cccc(-c2cc3nc4c(c(N5CCC6(CC5)OCCO6)n3n2)CCC4)c1 | -3.8%[10 µM] | ? | 2.7% | 12.1%[9.22 µM] | -7.6% | 22.3% | 2.3%
CC(C)Oc1ccc(Nc2ncnc3ccccc23)cc1 | -40.5%[inhibitor][1.9 µM] | 15.6%[46 µM] | -1.5% | 11.9%[9.22 µM] | 12.6µM* | 9.1% | -4.1%

Look-ups from above:
Result of NC(=O)SCC(=O)Nc1ccc2ncccc2c1 under SMN2 splice enh: -7.1%[9.22 µM]
Result of CC(C)COP(=O)(OCC(C)C)C(Nc1ccccc1)c1ccc(F)cc1 (configuration not stated) under CBFb RUNX1 block: 1.5%
Result of Cc1ccc(C)c(NS(=O)(=O)c2ccc(OCC(=O)NCc3ccccn3)cc2)c1 under HTT ATP protect: -26.8%

Carrying on:
SMILES | HTT ATP protect | Lamin A splicing | CBFb RUNX1 block | HttQ103 aggreg | SMN2 splice enh | IMPase Li inh | Luc counter
CCCC(=O)c1ccc(N2CCN(C(=O)OCC)CC2)c(F)c1 | -19.9%[10 µM] | ? | 6.0% | -15.1% | -11.0% | 6.6%[38.3 µM] | 0.0%
COc1ccc(Oc2nccc(-c3ccccc3)c2C#N)cc1 | -36.3% | -13.4% | 6.5% | -1.8% | 8.4% | 18.4%[38.3 µM] | 0.9%
CCCCCOP(=O)(OCCCCC)C1(NS(=O)(=O)c2ccccc2)C=CC(=O)c2ccccc21 (configuration not stated) | -1.1% | ? | -5.0% | 4.3% | / | / | /
CC(C)Oc1cc2oc(=O)c3c(c2cc1Cl)CCC3 | 10.4% | 12.9% | 9.7% | 13.5% | 6.5% | 10.2%[38.3 µM] | -1.8%
CCOC(=O)C1CCN(c2c(N3CCN(Cc4ccccc4)CC3)c(=O)c2=O)CC1 | -12.3% | 0.7% | 2.7% | -6.5% | -16.7% | -6.6%[38.3 µM] | 2.0%
O=C(CN(Cc1ccccc1)S(=O)(=O)c1ccccc1)N/N=C/c1ccc2c(c1)OCO2 | -48.5%[inhibitor] | 1.6% | -4.2% | -6.8% | 4.0% | 6.9%[38.3 µM] | -0.6%
O=C(CCCSc1nc2ccccc2[nH]1)NCc1ccco1 | -6.5%[10 µM] | 15.2% | -2.2% | -19.6% | -9.3% | -1.1%[38.3 µM] | -5.5%
ClCc1csc(-c2ccc(Cl)cc2)n1 | / | 8.3% | 8.3% | -2.9% | -37.9% | -15.3% | -0.7%
O=C(CN1C(=O)CSc2ccc(S(=O)(=O)N3CCOCC3)cc21)NCCCN1CCc2ccccc2C1 | 7.2% | / | 1.1% | 7.6% | 4.8% | 5.4% | -6.3%
Cc1oc(-c2cccc(Cl)c2)[n+]([O-])c1C | -5.0%[0.074 µM] | -20.4% | 1.8% | -6.1% | 2.5% | -5.7%[38.3 µM] | -4.5%
CCNC(=S)N(Cc1cc2c(C)ccc(C)c2[nH]c1=O)C1CCCC1 | 17.2%[10 µM] | / | 0.1% | 28.2%[9.22 µM] | -16.8% | 16.2% | 0.4%
CC(OC(=O)c1cc(=O)[nH]c2ccccc12)c1ccccc1 (configuration not stated) | -19.6%[0.074 µM] | -9.0% | 1.4% | -0.5% | / | 21.6%[38.3 µM] | 4.8%
Cc1cc(C)nc(SCc2nc(N)nc(-c3ccccc3O)n2)n1 | 3.2% | -2.4% | 4.5% | -15.4% | 34.0% | 25.1%[38.3 µM] | 1.9%
CCN(CC)C(=O)Cn1cc(SCC(=O)Nc2cc(C)on2)c2ccccc21 | -19.5% | / | 21.7% | -5.5% | -10.7% | 0.1% | -3.2%
CCCC(=O)n1nc(NCc2ccc(OC)cc2)nc1NCc1ccc(OC)cc1 | -10.1% | -9.8%[46 µM] | 11.1% | 12.7% | -6.8% | 16.7% | 2.0%
CC1CCc2sc(C(=O)NN=C3CCC(c4ccccc4)CC3)cc2C1 (configuration not stated) | -5.7%[10 µM] | 6.1% | -0.5% | ? | 5.4% | -0.4% | -1.3%
Cc1cc(C(=O)COc2ccc(-c3nnco3)cc2)c(C)n1Cc1ccccc1 | -26.4%[10 µM] | ? | ? | ? | -41.2%[inhibitor] | 16.1%[38.3 µM] | -10.8%
Cc1sc(-n2c(C)ccc2C)c(C#N)c1C | ? | 6.9% | -3.1% | ? | 13.7% | -2.6%[38.3 µM] | 0.2%
O=C(Nc1ccccc1-c1ccccc1)NC1CC2CCCC(C1)N2CCc1ccccc1 (configuration not stated) | -9.2%[10 µM] | -11.1% | 5.6% | 12.0% | 23.4% | 17.9% | -1.1%
COc1ccc(CNc2ncccn2)cc1OC | -5.3% | -6.4%[46 µM] | 2.3% | 10.4% | 9.5% | 4.4% | 1.0%
Cc1noc(C)c1S(=O)(=O)N1CCC(C(=O)N2CCN(c3ccc(F)cc3)CC2)CC1 | -28.0% | -5.8% | -0.2% | 9.3% | 0.1% | 1.7%[38.3 µM] | -0.9%
OCCC1CN(Cc2cccn2-c2cccnc2)CCN1C1CCCCC1 (configuration not stated) | -34.4%[inhibitor] | / | 13.0% | 18.7% | / | 2.4% | 6.7%
Cn1c(C(=O)O)c(CC(=O)Nc2ccc3c(c2)OCCO3)c2ccccc21 | -28.1% | -3.2% | 1.4% | 10.1%[9.22 µM] | -35.0%[inhibitor] | 3.2%[38.3 µM] | 2.9%
CCNc1nc(NC(C)CC)nc(ON=C(C)C)n1 (configuration not stated) | -0.6%[10 µM] | -8.6%[46 µM] | -2.1% | 6.8%[9.22 µM] | -5.9% | 2.9% | 3.2%
CCOC(=O)C(Cc1ccccc1)c1ccnc2ncnn12 (configuration not stated) | -18.7% | -3.6%[46 µM] | 11.3% | -1.6% | -1.1% | 2.9% | 0.1%
Cc1c(Cl)c(C(F)(F)F)nn1CC(=O)NCc1ccccc1 | 14.1%[10 µM] | -7.3% | -10.1% | -14.2% | -11.2% | 18.3% | -7.1%
CCN1CCC(NC(=O)Nc2cccc(C(F)(F)F)c2)CC1 | -47.1%[inhibitor] | / | 8.6% | 2.0% | / | 0.4% | 1.7%
C/C(=N\OC(=O)Nc1ccccc1)c1cnn(-c2cc(C(F)(F)F)cc(C)n2)c1C | 21.9%[10 µM] | / | 1.5% | 14.0%[9.22 µM] | / | / | /

Entries of single compounds as entered above. Screens in order: HTT ATP protect, Lamin A splicing, CBFb RUNX1 block, HttQ103 aggreg, SMN2 splice enh, IMPase Li inh, Luc counter
Shown for CCNc1nc(NC(C)CC)nc(ON=C(C)C)n1 (configuration not stated) → -0.6%[10 µM], -8.6%[46 µM], -2.1%, 6.8%[9.22 µM], -5.9%, 2.9%, 3.2%
Shown for OCCC1CN(Cc2cccn2-c2cccnc2)CCN1C1CCCCC1 (configuration not stated) → -34.4%[inhibitor], /, 13.0%, 18.7%, /, 2.4%, 6.7%
Shown for Cc1noc(C)c1S(=O)(=O)N1CCC(C(=O)N2CCN(c3ccc(F)cc3)CC2)CC1 → -28.0%, -5.8%, -0.2%, 9.3%, 0.1%, 1.7%[38.3 µM], -0.9%
Shown for Cn1c(C(=O)O)c(CC(=O)Nc2ccc3c(c2)OCCO3)c2ccccc21 → -28.1%, -3.2%, 1.4%, 10.1%[9.22 µM], -35.0%[inhibitor], 3.2%[38.3 µM], 2.9%

From PubChem

Compounds as they come, and some 4% of all compounds hit somewhere here.
